From PubChem
NR1D1 modulator: modulators of human Rev-erb alpha DNA binding | P20393 | Rev-erbα–FITC-DNA binding, fluorescence polarization, 90 min | activity, % at 10 µM | 370,000 compounds, 0.79% hits | AID 1259318;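 active = activity above about 14%, limit read from the data; passing the limit was not always enough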;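 note: 0% = DMSO wells with 35 nM protein and 100% = DMSO wells with 750 nM protein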
PRMT1 inh: blocks human protein arginine methyltransferase 1. 370,000 compounds, 1.3% hits. recombinant PRMT1, activity-based probe fluorescence polarization. AID 652257. Q99873. inhibition, % at 2.79 µM;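 active = inhibition above about 21% made by adding two undisclosed values, limit read from the data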
Target sequence (Q99873 whole entry, looked up): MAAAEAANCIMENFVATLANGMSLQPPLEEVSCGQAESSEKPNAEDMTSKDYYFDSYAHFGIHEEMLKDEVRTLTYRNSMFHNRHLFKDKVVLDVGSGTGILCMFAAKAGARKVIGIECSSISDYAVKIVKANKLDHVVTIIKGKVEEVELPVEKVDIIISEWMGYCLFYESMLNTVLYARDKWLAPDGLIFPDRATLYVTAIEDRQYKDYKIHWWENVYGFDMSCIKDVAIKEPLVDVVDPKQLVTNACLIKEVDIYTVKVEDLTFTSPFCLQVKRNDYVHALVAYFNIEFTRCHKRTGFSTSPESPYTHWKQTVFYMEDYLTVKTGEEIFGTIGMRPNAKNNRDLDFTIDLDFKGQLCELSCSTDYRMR
PG9 binder: binds the HIV-1 gp120 antibody PG9 | AID 624416 | inhibition, % at 6.7 µM | 360,000 compounds, 0.43% hits | TR-FRET gp120-PG9 antibody binding; in the data active = inhibition above about 8.5%
rCAG RNA binder: molecules binding r(CAG) RNA repeats; 370,000 compounds, 1.3% hits; AID 651821; inhibition, % at 3 µM; r(CAG) RNA repeat, TO-PRO-1 dye displacement fluorescence;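 active = inhibition above the plate cutoff, the mean of all test compounds on that plate plus 3 SD, cut at about 35% in these data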;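 note: 0% = DMSO alone and 100% = 100 µM mitoxantrone as full dye displacement; higher means more dye released from RNA so lower well fluorescence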
UHRF1 MBD2 ctr: human UHRF1 methylated DNA binding inhibitors | UHRF1 binding to methylated oligo, TR-FRET | inhibition, % at 4.4 µM | 370,000 compounds, 0.75% hits; in the data active = inhibition above about 21%;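 note: UHRF1 SRA domain binding a hemimethylated CpG hairpin DNA probe; 0% = median of test compound wells and 100% = reference inhibitor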
LEDGF integ inh: blocks HIV-1 LEDGF/p75-dependent DNA integration | TR-FRET IN-LEDGF/p75 DNA integration, Eu/Cy5 | inhibition, % at 3.7 µM | 370,000 compounds, 0.64% hits | AID 743269;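 active = inhibition above the screen-wide mean plus 3 SD, cut at about 13% in these data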;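 note: signal is the Cy5 over europium emission ratio at 671 and 618 nm; 0% = plate median of compound wells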
TCR-CD3 inh: blocks the human TCR-CD3 interaction; 360,000 compounds, 0.37% hits; inhibition, % at 9.4 µM; TAMRA-labeled TCR probe fluorescence, biochemical; in the data active = inhibition above about 19%;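 note: recombinant mutant TCR 2C K166C tagged with TAMRA read by polarization; 0% = receptor in buffer alone and 100% = receptor with positive control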
HTRA1 inhibitor: blocks human HTRA1 serine peptidase. inhibition, % at 5.96 µM. recombinant HTRA1, FP-rhodamine activity-based probe, fluorescence polarization. 340,000 compounds, 0.5% hits. AID 504803; in the data active = inhibition above about 36%;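 note: 0% = enzyme with DMSO and 100% = wells lacking enzyme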
ABHD4 inh: inhibits mouse alpha/beta hydrolase domain 4; Q8VD66; inhibition, % at 8.92 µM; AID 720543; purified mABHD4, FP-Rh probe fluorescence polarization; 370,000 compounds, 0.54% hits;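 active = inhibition exceeding the mean over every tested compound plus 3 SD, cut at about 30% in these data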;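 note: 0% = plate median of compound wells and 100% = S159A mutant with DMSO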
Target sequence (Q8VD66 whole entry, looked up, the tested form may be a part): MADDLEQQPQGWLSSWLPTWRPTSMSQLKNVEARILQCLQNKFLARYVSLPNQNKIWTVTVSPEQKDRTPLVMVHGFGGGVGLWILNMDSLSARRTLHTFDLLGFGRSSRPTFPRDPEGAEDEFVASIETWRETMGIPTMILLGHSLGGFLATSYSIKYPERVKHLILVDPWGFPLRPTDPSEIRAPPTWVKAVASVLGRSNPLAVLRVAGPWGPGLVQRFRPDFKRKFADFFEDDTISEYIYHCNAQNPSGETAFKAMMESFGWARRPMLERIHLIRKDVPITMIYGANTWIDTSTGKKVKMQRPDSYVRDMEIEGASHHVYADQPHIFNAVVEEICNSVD
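assay system = mABHD4 protein | compound dosing = single nominal dose of 8.92 µM, 0.89% DMSO final | read-out basis = percent inhibition of probe binding, normalized to plate controls | schedule = Enzyme–compound pre-incubation 45 min, then probe 60 min, both 25 °C | detection = fluorescence polarization, excitation 525 nm, emission 598 nm, BODIPY TMR filters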
MBD2 DNA inh: MBD2-methylated oligo binding inhibition. Q9UBB5. TR-FRET, MBD2 binding to methylated oligonucleotide. inhibition, % at 4.4 µM. 370,000 compounds, 0.31% hits; in the data active = inhibition above about 13%
An asterisk follows results filed as active; . = not tested or not shown. An excerpt (hit frequency here may not be typical).

SMILES,NR1D1 modulator,PRMT1 inh,PG9 binder,rCAG RNA binder,UHRF1 MBD2 ctr,LEDGF integ inh,TCR-CD3 inh,HTRA1 inhibitor,ABHD4 inh,MBD2 DNA inh
O=C(Nc1cccc(Br)c1)c1cccc(OC(=S)N2CCOCC2)c1,2,0,0.0,1,0,-4,-3,-44,-31,-7
Cc1onc(-c2ccccc2Cl)c1C(=O)NC(=S)NCCc1ccccc1,2,-1,-1.5,-1,2,0,3,-28,-18,2
O=C(Nc1ccccc1)C(Cc1cccs1)c1nn[nH]n1 (stereo unspecified),-2,-1,-0.5,1,-1,1,6,6,8,0
CCN(CC)CCCNC(=O)C(C)n1nc(C)c2sc3ccccc3c2c1=O (stereo unspecified),-1,0,0.3,3,-3,1,-2,-1,-8,6
CN1C(=O)CC2(C)C1=CCc1scnc12 (stereo unspecified),-4,-3,-0.1,0,0,1,4,.,0,-6
O=C(c1ccc(S(=O)(=O)NCc2ccco2)cc1)N1CCN(c2ccc(F)cc2)CC1,-1,2,-0.9,4,-3,11,2,6,-4,-5
Cc1ccc(NC(=O)COc2ncnc3c(Cl)cc(Cl)cc23)cc1[N+](=O)[O-],-1,-2,-0.6,6,-4,-1,0,0,0,-5
O=C(c1c[nH]c(C(=O)C(Cl)(Cl)Cl)c1)c1ccccc1F,2,5,0.1,-1,4,-2,-5,3,4,3
COC(=O)c1ccc(NC(=O)CSc2nnc(-c3ccccc3Br)n2-c2ccccc2)cc1,-4,0,-0.2,0,0,0,7,8,-11,-1
COc1ccc(C2=NOC(C)(c3nnc(-c4ccccc4)o3)C2)cc1 (stereo unspecified),-2,-2,0.4,-3,-3,-1,5,-8,-3,1
CCCOc1ccc(NC(=O)c2cc3cc(C)ccc3[nH]2)cc1,6,2,6.9,3,5,-3,-8,2,3,0
CC(C)NC(=O)C(=O)NCC(c1ccc2c(c1)OCO2)N1CCOCC1 (stereo unspecified),6,4,-1.8,2,28*,5,-6,0,1,14*
CN(C)CCCn1c(NCc2ccc3c(c2)OCO3)nc2ccccc21,-2,1,-1.4,1,-3,1,3,3,1,-4
COc1ccc(C(=O)/C=C/c2ccc(N3CCCCC3)c([N+](=O)[O-])c2)c(OC)c1,-4,0,-2.9,8,-1,1,2,-7,10,-10
CC(=O)Nc1ccc2c(c1)C(=Nc1ccccc1)c1ccccc1-2,-4,-2,-3.4,2,-11,2,-1,-4,0,-7
CN(C)c1ccc(CNc2nc3cc(-c4ccc(F)cc4)sc3c(=O)n2C)cc1,-3,-5,0.4,6,-1,-1,1,.,-7,0
CCN(CC)C(=O)c1cc([N+](=O)[O-])cc2c1-c1ccc([N+](=O)[O-])cc1C2=C(C#N)C#N,-4,3,-0.8,15,4,-1,7,0,21,-8
C[C@H]1CN([C@@H](C)CO)C(=O)CCCn2cc(nn2)CO[C@@H]1CN(C)C(=O)Nc1ccccc1F,7,-1,0.1,0,1,8,3,6,-6,-2
O=C(Nc1ccc(Br)c(C(F)(F)F)c1)[C@@H]1CC=C[C@@H]2CCN(CC3CC3)C(=O)[C@@H]21,-1,2,.,.,0,-3,.,.,2,-2
O=C(CSc1n[nH]c(=O)[nH]c1=O)N/N=C/C=C\c1ccccc1,4,-2,-5.2,2,2,-1,1,1,-10,0
O=C(O)CSC(=S)N1CCCCC1,1,5,0.3,-5,2,-3,-7,6,-2,6
Cc1ccc(S(=O)(=O)N2CCOCC2)cc1NC(=O)COC(=O)c1cccc(Cl)c1Cl,0,-4,-3.5,-1,0,4,3,-6,-13,-5
Cc1cccc(NS(=O)(=O)c2ccc(C(=O)NCC(c3ccco3)N3CCCCC3)cc2)c1C (stereo unspecified),-5,-1,-0.3,6,-4,1,2,-24,-7,4
COc1ccc(OC)c(S(=O)(=O)NCc2cn3c(C)csc3n2)c1,1,1,-1.5,4,1,0,4,2,2,1
CCOC(=O)Cc1csc(NC(=O)CSc2nc(C)cc(C)n2)n1,-3,6,0.7,-1,0,-2,-1,6,-3,0

The final 6 compounds of the section before lead into the next.
SMILES,NR1D1 modulator,PRMT1 inh,PG9 binder,rCAG RNA binder,UHRF1 MBD2 ctr,LEDGF integ inh,TCR-CD3 inh,HTRA1 inhibitor,ABHD4 inh,MBD2 DNA inh
O=C(CSc1n[nH]c(=O)[nH]c1=O)N/N=C/C=C\c1ccccc1,4,-2,-5.2,2,2,-1,1,1,-10,0
O=C(O)CSC(=S)N1CCCCC1,1,5,0.3,-5,2,-3,-7,6,-2,6
Cc1ccc(S(=O)(=O)N2CCOCC2)cc1NC(=O)COC(=O)c1cccc(Cl)c1Cl,0,-4,-3.5,-1,0,4,3,-6,-13,-5
Cc1cccc(NS(=O)(=O)c2ccc(C(=O)NCC(c3ccco3)N3CCCCC3)cc2)c1C (stereo unspecified),-5,-1,-0.3,6,-4,1,2,-24,-7,4
COc1ccc(OC)c(S(=O)(=O)NCc2cn3c(C)csc3n2)c1,1,1,-1.5,4,1,0,4,2,2,1
CCOC(=O)Cc1csc(NC(=O)CSc2nc(C)cc(C)n2)n1,-3,6,0.7,-1,0,-2,-1,6,-3,0
O=C(Cc1ccccc1)Nc1nnc(-c2ccco2)s1,-2,0,-1.7,6,-3,-2,4,-5,-2,4
COc1ccc(C2CCCCCN2Cc2nc3ccccc3c(=O)n2CC(N)=O)cc1 (stereo unspecified),3,-5,0.5,0,2,-6,-4,-3,-3,-1
COC(=O)[C@H]1C[C@H](OC(=O)NCc2ccccc2F)[C@@]2(O)CN(S(=O)(=O)c3ccc(C)cc3)CC2[C@H]1C(=O)OC (stereo partly specified),-3,-1,-0.3,0,0,-1,2,5,0,2
O=C(CCN1CCCCC1)NNC(=O)C12CC3CC(CC(C3)C1)C2,5,-3,-1.1,-1,-2,89*,9,0,-3,-3
Cc1cc(C)c(C)c(OCCCCN2CCCCC2)c1,-1,0,0.4,-1,7,1,-11,-2,-4,-2
Cc1ccc(NC(=S)NNC(=O)c2cccc([N+](=O)[O-])c2)cc1Cl,4,3,-1.1,73*,-3,4,-8,14,17,8
O=C(Nc1ccccc1Cl)N1CCn2c(nc3ccccc32)C1,5,3,1.3,-1,0,-1,0,-6,5,4
CC(=O)COc1coc(CN2CCN(c3ccc(F)cc3)CC2)cc1=O,3,-3,-1.8,0,-4,1,-6,1,0,-8
CN(Cc1ccccc1)C(=O)c1ccc(NC(=O)Cc2cccc(NC(=O)C3CCCN(C(=O)C4CCC4)C3)c2)cc1 (stereo unspecified),0,-1,-1.4,-3,-5,-1,0,-25,-5,-5
O=C(O)CC12C[C@H]3C[C@@H](C1)CC(n1ncc(N4CCN(c5ccccc5)CC4)c(Cl)c1=O)(C3)C2,2,0,-1.0,8,1,1,-4,6,9,2
CCn1cc(/C=N\NC(=O)c2ccc3c(c2)c(C)c(C)n3Cc2ccccc2)c(C)n1,1,-3,-1.8,17,-3,-6,0,-22,-17,-2
CCCCc1c(O)c2cccc3c2n(c1=O)CCC3,-6,0,-1.5,-1,-1,0,2,.,0,0
Cc1ccc(C)c(S(=O)(=O)N2CCCOC2CNC(=O)C(=O)NCCC2=CCCCC2)c1 (stereo unspecified),17,1,-1.0,0,0,-4,7,1,1,-1
COc1ccc(C2C(C#N)=C(N)Oc3cc(C)[nH]c(=O)c32)c(OC)c1OC (stereo unspecified),-6,4,0.4,1,-4,2,0,-1,9,-1
O=C(CSC(=S)N1CCCCC1)c1c(F)cccc1F,-6,13,-0.1,-3,8,-4,4,-11,-19,11
Cc1ccc(C(=O)NC2CCN(C(=O)Nc3ccccc3)CC2)cc1,-1,6,-1.9,-3,3,-1,-15,-2,-14,6
Cn1c(SCc2ccc([N+](=O)[O-])cc2)nc2c(c1=O)SCC2,-4,1,0.3,2,-2,2,3,1,-2,0
CCOc1ccc(C(=O)c2ccncc2)cc1,3,-1,-1.2,-3,-2,-1,-2,-4,-5,-4
C[C@H]1CN([C@@H](C)CO)C(=O)Cc2cc(NC(=O)C3CC3)ccc2O[C@H]1CN(C)Cc1ccc(Oc2ccccc2)cc1,1,-2,2.0,0,2,-1,4,-31,-13,17*
O=C(CCSc1ccc(Cl)cc1)c1cccs1,-3,48*,0.0,0,-3,0,0,-12,-10,-4
CCCn1c(N)c(C(=O)CSc2nnc(C3CC3)n2Cc2ccccc2)c(=O)n(C)c1=O,-1,-7,-0.4,-5,-1,0,-3,-5,-4,0
CCOc1ccc(/C=C2\SC(=S)N(C)C2=O)cc1OC,6,4,-0.1,4,1,2,-13,.,-5,2
CSc1nc2ccc(NC(=O)c3ccc(F)c(F)c3)cc2s1,-4,-1,1.1,9,-2,0,7,-19,-18,-7
Cc1ccc(CC(=O)Nc2ccc(Cl)cn2)cc1,1,-6,-1.6,-3,-2,3,-6,-8,-4,-5
COc1ccc(-n2cc(CNCCCN3CCCC3=O)c(-c3ccccc3Cl)n2)cc1,5,-4,2.1,-5,-1,2,-4,0,0,-4
CCN(C(=O)COC(=O)/C=C/c1ccc(C)o1)c1c(N)n(Cc2ccccc2)c(=O)[nH]c1=O,-6,20,0.0,1,-2,-1,2,0,-1,-6
O=C(Cn1nnc(-c2cccs2)n1)NCc1ccco1,3,-2,0.8,-2,4,3,0,3,6,2
